ELG1 genotoxic: inducers of genotoxicity in HEK293T ELG1-luciferase cells. HEK293T ELG1-luciferase reporter, luminescence, 16 h. Potency, µM (titrated, usually from 46 µM), inactives show at the highest dose activity change, positive = activation, hits mostly activators. 1.3% of 330,000 active. AID 504466; note: % of control where 0% means no effect; nearly all actives have a fitted effect of over 60% in size
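After overnight (16 hr) compound treatment at 37 °C, ELG1-luciferase HEK293T cells were lysed with ONE-Glo; luminescence quantified 30 min later at room temperature.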
uPA surface inh: blocks generation of uPA at the cell surface. cell surface uPA generation assay, qHTS. Potency, µM (highest dose often 38.3 µM), for the others: at the highest dose activity change, negative = inhibition, most hits filed as inhibitors. 0.31% of 330,000 active. AID 540303; active = well fitted inhibition curve with a large enough effect; inconclusive = small, poorly fitted or top-dose-only effect; inactive = no such curve, though single readings can be large or run the other way; tested in mouse RAW 264.7 cells; note: % is set by controls: 0 for no effect and ±100 for the full control effect; nearly all actives have a fitted effect of over 55% in size
MBNL1-CUG inh: MBNL1-poly(CUG) RNA binding inhibition. 0.036% of 280,000 active. Potency, µM (highest dose often 57.5 µM), for the others: top-dose activity change, negative = inhibition, actives largely listed as inhibitors. Q9NR56. TR-FRET MBNL1-His/biotin-(CUG)12 binding, 665/545 ratio. AID 2675; active = well fitted inhibition curve with a large enough effect in the signal ratio, with a control signal flat, not every such curve was filed as active; inconclusive = small, poorly fitted or top-dose-only effect, or effect the other way, or a change in a side signal; inactive = no such curve, though single readings can be large or run the other way; the % refers to the signal ratio; note: % is set by controls: 0 for no effect and ±100 for the full control effect
Target sequence (Q9NR56 whole entry, looked up): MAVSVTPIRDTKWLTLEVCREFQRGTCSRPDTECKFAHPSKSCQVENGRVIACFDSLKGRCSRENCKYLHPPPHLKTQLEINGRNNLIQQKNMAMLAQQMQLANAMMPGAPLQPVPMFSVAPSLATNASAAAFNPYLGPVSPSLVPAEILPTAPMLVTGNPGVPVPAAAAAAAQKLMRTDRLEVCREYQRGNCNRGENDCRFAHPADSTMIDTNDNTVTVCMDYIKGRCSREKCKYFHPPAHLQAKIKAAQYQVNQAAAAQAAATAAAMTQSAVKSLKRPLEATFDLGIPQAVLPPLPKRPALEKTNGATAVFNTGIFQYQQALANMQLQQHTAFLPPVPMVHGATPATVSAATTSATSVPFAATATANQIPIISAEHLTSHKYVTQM
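Compound titration spanned 92 nM–58 uM against the MBNL1-His/biotin-(CUG)12 complex. After 60 min at room temperature with 5 nM streptavidin-XL665 and 0.055 ng/ul terbium anti-His, ratiometric 665/545 nm emission (Ex 340 nm) normalized to controls.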
NPC1 promoter act: NPC1 promoter activation. AID 485313. Potency, µM (highest dose often 9.22 µM), without a hit: top-dose activation, most hits filed as activators. Huh7 NPC1 promoter luciferase reporter, 24 h. 2.4% of 320,000 active;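 note: % of control where 0% means no effect; nearly all actives have a fitted effect of over 60% in size; reporter is driven by a mutant NPC1 promoter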
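Compounds in DMSO were transferred onto Huh7 NPC1-luciferase reporter cells pre-incubated 2 h; after 24 h at 37 °C, Amplite reagent was dispensed and luminescence recorded 10 min later.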
CXXC DNA block: MLL CXXC-DNA interaction inhibition; AID 2662; Potency, µM (highest dose often 115 µM), inactives show top-dose activity change, negative = inhibition, most hits filed as inhibitors; Q03164; MLL-CXXC / FITC-HOXA9 DNA fluorescence polarization; 0.037% of 290,000 active; active = well fitted inhibition curve with a large enough effect in the polarisation, with a control signal flat, not every such curve was filed as active; inconclusive = small, poorly fitted or top-dose-only effect, or effect the other way, or a change in a side signal; inactive = no such curve, though single readings can be large or run the other way; the % refers to the polarisation
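Steps: dispense CXXC domain solution (7 uM) → pin compounds or unlabeled HOX-A9 DNA control → 5 min ambient → add FLSN-HOX-A9 solution (50 nM) → spin → 30 min ambient → fluorescence polarization. Tris pH 7.5/NaCl/DTT/BSA buffer.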
p53 reactivation: re-activators of mutant p53 | H1299 p53-A138V BP100-luciferase reporter, luminescence, 24 h | Potency, µM (doses to about 92.2 µM), for inactives: at the top dose activity change, positive = activation, most hits filed as activators | 0.063% of 320,000 active | AID 504706; note: % of control where 0% means no effect; nearly all actives have a fitted effect of over 45% in size
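H1299 (p53-null), stable ts p53-A138V + BP100-Luc; 1000 cells/well, Opti-MEM/10% FBS; cpd 4 pt, 1:5; 24 h, 37 deg C, 5% CO2; detection reagent 10 min RT; luminescence.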
Rab9 prom act: activators of Rab9 promoter; Huh7 Rab9 promoter-luciferase reporter, luminescence, 24 h; Potency, µM (top dose mostly 9.22 µM), without a hit: at the top dose activation, negative = inhibition, hits mostly activators; 2.8% of 320,000 active; AID 485297; note: % of control where 0% means no effect; nearly all actives have a fitted effect of over 60% in size
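Luminescence read-out: Huh7 cells stably expressing Rab9-luciferase, treated 24 h with compound at 37 °C, then lysed with luciferase reagent for 10 min at ambient before reading.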
RORgamma inh: blocks mouse ROR gamma transcriptional activity. Drosophila S2 Gal4-RORgamma UAS-luciferase reporter, 20 h. P51450. AID 2551. Potency, µM (highest dose often 53.6 µM), inactives show at the top dose activity change, negative = inhibition, usual class: inhibitors. 5.4% of 310,000 active; note: % is set by controls: 0 for no effect and ±100 for the full control effect; nearly all actives have a fitted effect of over 60% in size
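ROR gamma transcriptional activity was tracked as Gal4-UAS luciferase output in stably transfected Drosophila Schneider cells, with compound added 1 hr before 700 uM copper sulfate induction and a 20 hr ambient-temperature incubation.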
Gal4-VP16 FLuc: Gal4-VP16 reporter inhibition counter-screen. Drosophila S2 Gal4-VP16 UAS-luciferase, luminescence, 20 h. Potency, µM (highest dose often 53.6 µM), for inactives: at the highest dose activity, negative = inhibition, actives largely listed as inhibitors. 3.5% of 310,000 active;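 note: Gal4-VP16 expression switched on by copper sulfate through the metallothionein promoter; % is set by controls: 0 for no effect and ±100 for the full control effect; nearly all actives have a fitted effect of over 50% in size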
BRCA1 expr up: increases BRCA1 expression | MCF7-BRCA1-FFLuc reporter, luminescence, 48 h; response scale: scaled: vehicle 0%, 10 µM genistein 100% | 1.1% of 380,000 active | Potency, µM (highest dose often 46.1 µM), without a hit: at the top dose activation, usual class: activators; note: nearly all actives have a fitted effect of over 80% in size; some results filed as inactive show a strong effect at the top dose
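Luminescence from a BRCA1-driven firefly luciferase in MCF7 cells was read after 48 h compound exposure at 37 C. Data normalized against DMSO and a 10microM genistein activation control, then curve-fitted across the titration.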
FLuc modulator: counter-screen for miR-21 project: firefly luciferase inhibitors or activators; P08659; purified FLuc, Km substrates, luminescence inhibition; Potency, µM (titrated, usually from 57.5 µM), inactives show top-dose activity change, negative = inhibition, most hits filed as inhibitors; 6.9% of 360,000 active;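 note: plate controls were vehicle for no effect and reference inhibitor for full effect; nearly all actives have a fitted effect of over 55% in size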
Target sequence (P08659 whole entry, looked up): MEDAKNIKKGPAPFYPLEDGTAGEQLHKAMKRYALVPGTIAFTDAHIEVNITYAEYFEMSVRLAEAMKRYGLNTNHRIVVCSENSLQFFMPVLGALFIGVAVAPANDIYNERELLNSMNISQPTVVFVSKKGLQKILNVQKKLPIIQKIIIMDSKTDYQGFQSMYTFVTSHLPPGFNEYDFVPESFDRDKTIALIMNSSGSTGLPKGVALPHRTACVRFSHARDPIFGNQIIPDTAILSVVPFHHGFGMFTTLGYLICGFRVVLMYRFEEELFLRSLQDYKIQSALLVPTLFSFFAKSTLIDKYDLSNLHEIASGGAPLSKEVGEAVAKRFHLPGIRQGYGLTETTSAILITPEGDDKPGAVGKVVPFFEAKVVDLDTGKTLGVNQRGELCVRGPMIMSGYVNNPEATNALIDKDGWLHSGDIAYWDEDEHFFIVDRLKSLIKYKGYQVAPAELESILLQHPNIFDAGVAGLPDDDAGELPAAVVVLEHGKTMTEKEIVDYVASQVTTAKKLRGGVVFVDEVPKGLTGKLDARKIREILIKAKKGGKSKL
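Purified P. pyralis luciferase (10nM final) with 10uM D-luciferin and 10uM ATP (Km levels) in 50mM Tris acetate pH 7.5, 10mM Mg acetate, 0.01% Tween-20, 0.05% BSA; qHTS 6-point titration, ~60 µM downward; luminescence read.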
An asterisk follows results filed as active; & = joins results of further samples; [ ] = dose if it differs, or a comment. Unless noted, calls come from the whole dose curve; as a rule, active = well fitted curve in the direction sought with a large enough effect; inconclusive = small, poorly fitted or top-dose-only effect, or another doubt; inactive = no such curve, though single readings can be large; an effect the other way counts as inactive or inconclusive. Potency is the fitted concentration of half-maximal effect.

Screening CC(=O)NC(c1cc(Cl)c2cccnc2c1O)C1CC1 (stereo not drawn) returned ELG1 genotoxic 15%, uPA surface inh 4µM*, NPC1 promoter act -33%&-36%[inhibitor], p53 reactivation 17%, Rab9 prom act -33%&0%[inhibitor], BRCA1 expr up -57% and FLuc modulator 0%&0%.
For CCOC(=O)Cn1c2c(c(=N)c3c1CCC3)CCC2 the results were ELG1 genotoxic -9%, uPA surface inh -1%, MBNL1-CUG inh -3%, NPC1 promoter act 1%, CXXC DNA block 1%, p53 reactivation 2%, Rab9 prom act 11%, RORgamma inh 31%, Gal4-VP16 FLuc -4%, BRCA1 expr up -29% and FLuc modulator -11%.
`Cc1ccc(/C=N\NC(=O)c2ccc3c(c2)OCO3)o1` gave ELG1 genotoxic inconclusive, uPA surface inh -10%, MBNL1-CUG inh inconclusive, NPC1 promoter act inconclusive, CXXC DNA block 0%, p53 reactivation inconclusive, Rab9 prom act inconclusive, RORgamma inh inconclusive, Gal4-VP16 FLuc 3%, BRCA1 expr up 80% and FLuc modulator 24µM*.
For Cc1cccc(-n2c(SCC(=O)N3CCCC3)nnc2-c2ccccn2)c1C the results were ELG1 genotoxic 1%, uPA surface inh 2%, MBNL1-CUG inh 5%, NPC1 promoter act -1%, CXXC DNA block -8%, p53 reactivation -4%, Rab9 prom act -5%, RORgamma inh 6%, Gal4-VP16 FLuc 4%, BRCA1 expr up -19% and FLuc modulator 2%.
Screening CN(CC(=O)Nc1cc(Cl)ccc1C#N)C1CCS(=O)(=O)C1 (stereo not drawn) returned ELG1 genotoxic 0%, uPA surface inh 9%, NPC1 promoter act 1%, p53 reactivation -8%, Rab9 prom act 0%, BRCA1 expr up -5% and FLuc modulator 1%.
CCOc1ccc(S(=O)(=O)Nc2ccc(C(=O)NCC(c3ccco3)N3CCCCC3)cc2)cc1 (stereo not drawn) was read as ELG1 genotoxic -6%, uPA surface inh 6%, NPC1 promoter act -1%, p53 reactivation -4%, Rab9 prom act 3%, BRCA1 expr up -11% and FLuc modulator 5%.
For COc1cc2cnc(-c3ccccc3)c(-c3ccc(C(F)(F)F)cc3)c2cc1OC the results were ELG1 genotoxic -10%, uPA surface inh 17%, NPC1 promoter act -4%, p53 reactivation -13%, Rab9 prom act -5%, BRCA1 expr up -9% and FLuc modulator -3%.
Screening CC(C)N1CCN(Cc2ccc(Oc3ncccn3)cc2)CC1CCO (stereo not drawn) returned ELG1 genotoxic -1%, uPA surface inh 4%, MBNL1-CUG inh -5%, NPC1 promoter act 0%, CXXC DNA block 0%, p53 reactivation 4%, Rab9 prom act -1%, RORgamma inh 4%, Gal4-VP16 FLuc -2%, BRCA1 expr up 5% and FLuc modulator -1%.
CCCCn1c(-c2ccccc2C)nc2cc3[nH]c(=O)c(C(C)C)nc3cc21 was read as ELG1 genotoxic -4%, uPA surface inh -4%, MBNL1-CUG inh 2%, NPC1 promoter act -1%, CXXC DNA block -2%, p53 reactivation -4%, Rab9 prom act 1%, RORgamma inh -11%, Gal4-VP16 FLuc 2%, BRCA1 expr up -30% and FLuc modulator 1%.
`COC(=O)c1cc(OC)c(OC)cc1NC(=S)NC(=O)c1ccco1` gave ELG1 genotoxic 9%, uPA surface inh inconclusive, MBNL1-CUG inh 2%, NPC1 promoter act -14%, CXXC DNA block 34%[activator], p53 reactivation inconclusive, Rab9 prom act -16%, RORgamma inh 8.9µM*, Gal4-VP16 FLuc -24%, BRCA1 expr up -2% and FLuc modulator -1%.
Screening O=C(c1ccco1)N1CCN(S(=O)(=O)c2ccc(Cl)cc2)CC1 returned ELG1 genotoxic 0%, uPA surface inh 0%, MBNL1-CUG inh 4%, NPC1 promoter act -2%, CXXC DNA block -4%, Rab9 prom act 3%, RORgamma inh 8%, Gal4-VP16 FLuc -10%, BRCA1 expr up 4% and FLuc modulator -1%.
For CC(C(=O)OCC(=O)c1ccccc1)N1C(=O)c2ccccc2C1=O (stereo not drawn) the results were ELG1 genotoxic -3%, uPA surface inh -1%, MBNL1-CUG inh 6%, NPC1 promoter act 0%, CXXC DNA block 3%, p53 reactivation 5%, Rab9 prom act -3%, RORgamma inh 26%, Gal4-VP16 FLuc -7%, BRCA1 expr up -6% and FLuc modulator -2%.
COC(=O)c1cc2c(C)[nH]c(C)c2cc(C(=O)OC)c1=O was read as ELG1 genotoxic -2%, uPA surface inh 3%, MBNL1-CUG inh inconclusive, NPC1 promoter act -3%, CXXC DNA block 2%, p53 reactivation -2%, Rab9 prom act 2%, RORgamma inh -17%, Gal4-VP16 FLuc -21%, BRCA1 expr up -30% and FLuc modulator inconclusive.
Screening Cc1ccc(-n2nc(C(=O)NCc3ccco3)c3c4ccccc4n(C)c3c2=O)cc1 returned ELG1 genotoxic 8%, uPA surface inh -3%, MBNL1-CUG inh 12%, NPC1 promoter act 1%, CXXC DNA block -3%, p53 reactivation 11%, Rab9 prom act 0%, RORgamma inh -7%, Gal4-VP16 FLuc -9%, BRCA1 expr up 0% and FLuc modulator 1%.
For CCOc1ccc(C2C3=C(Nc4nc(N)[nH]c(=O)c42)c2ccccc2C3=O)cc1 (stereo not drawn) the results were ELG1 genotoxic 10%, uPA surface inh 0%, MBNL1-CUG inh inconclusive, NPC1 promoter act 0%, CXXC DNA block 17%, p53 reactivation -7%, Rab9 prom act 1%, RORgamma inh -6%, Gal4-VP16 FLuc -2%, BRCA1 expr up -46% and FLuc modulator 8%.

Reprinted at random: 2 records from the list, in no set order.
Screening CC(C)N1CCN(Cc2ccc(Oc3ncccn3)cc2)CC1CCO (stereo not drawn) returned ELG1 genotoxic -1%, uPA surface inh 4%, MBNL1-CUG inh -5%, NPC1 promoter act 0%, CXXC DNA block 0%, p53 reactivation 4%, Rab9 prom act -1%, RORgamma inh 4%, Gal4-VP16 FLuc -2%, BRCA1 expr up 5% and FLuc modulator -1%.
CCOc1ccc(S(=O)(=O)Nc2ccc(C(=O)NCC(c3ccco3)N3CCCCC3)cc2)cc1 (stereo not drawn) was read as ELG1 genotoxic -6%, uPA surface inh 6%, NPC1 promoter act -1%, p53 reactivation -4%, Rab9 prom act 3%, BRCA1 expr up -11% and FLuc modulator 5%.

(continued)
O=C(O)c1ccc(NC(=O)c2cccc(C(=O)Nc3ccc(C(=O)O)cc3)n2)cc1 was read as ELG1 genotoxic 0%, uPA surface inh inconclusive, MBNL1-CUG inh 5%, NPC1 promoter act -3%, CXXC DNA block 4%, p53 reactivation 4%, Rab9 prom act -4%, RORgamma inh 4%, Gal4-VP16 FLuc -2%, BRCA1 expr up -4% and FLuc modulator inconclusive.
CCC12CN3CCN(CC(C3)/C1=N\NC(=O)c1ccc(Cl)cc1)C2 was read as ELG1 genotoxic 3%, uPA surface inh 0%, MBNL1-CUG inh -10%, NPC1 promoter act 1%, CXXC DNA block 6%, p53 reactivation 9%, Rab9 prom act -4%, RORgamma inh -4%, Gal4-VP16 FLuc -26%, BRCA1 expr up -9% and FLuc modulator 0%.
CCOc1ccccc1NC(=O)C1CCCN(S(C)(=O)=O)C1 (stereo not drawn) was read as ELG1 genotoxic 0%, uPA surface inh 0%, MBNL1-CUG inh -3%, NPC1 promoter act 0%, CXXC DNA block -3%, Rab9 prom act 2%, RORgamma inh -2%, Gal4-VP16 FLuc 4%, BRCA1 expr up 6% and FLuc modulator -1%.
O=C(CC(Nc1ccccc1)c1ccc(F)cc1)c1ccccc1 (stereo not drawn) was read as ELG1 genotoxic inconclusive, uPA surface inh -4%, MBNL1-CUG inh 28%, NPC1 promoter act -1%, CXXC DNA block -10%, p53 reactivation inconclusive, Rab9 prom act 4%, RORgamma inh 11%, Gal4-VP16 FLuc -21%, BRCA1 expr up -1% and FLuc modulator inconclusive.
CCOC(=O)c1c(NC=O)sc2c1CCC2 was read as ELG1 genotoxic 5%, uPA surface inh -5%, MBNL1-CUG inh 1%, NPC1 promoter act 5%, CXXC DNA block -2%, p53 reactivation -8%, Rab9 prom act 5%, RORgamma inh -6%, Gal4-VP16 FLuc -1%, BRCA1 expr up -27% and FLuc modulator -1%.
Screening COc1ccc(OC[C@@H](O)CNC(=O)c2cccc3c2C(=O)c2ccc(Cl)cc2S3(=O)=O)cc1 returned ELG1 genotoxic 8%, uPA surface inh -2%, NPC1 promoter act 0%, p53 reactivation 11%, Rab9 prom act -10%, BRCA1 expr up 0% and FLuc modulator -11%.
For CCOC(=O)Nc1cc(C(=O)OCC)c(C)nc1C the results were ELG1 genotoxic 0%, uPA surface inh -1%, MBNL1-CUG inh -10%, NPC1 promoter act 0%, CXXC DNA block 2%, p53 reactivation -1%, Rab9 prom act 7%, RORgamma inh 1%, Gal4-VP16 FLuc -6%, BRCA1 expr up -3% and FLuc modulator -1%.

A portion of the library, so the mix of outcomes need not match the whole.
